From PubChem
4MU fluor – compounds fluorescent in 4-MU spectral region | 59,000 compounds, 11% hits | max dye-equivalent concentration, M | AID 589 | compound autofluorescence, 340/450 nm, 4-MU equivalents; active compounds read high; in the data active means max dye-equivalent concentration above about 10 nM; inconclusive means mostly about 1.1 nM to 9.6 nM
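Compounds in 100 mM Tris, pH 8.0, sat 15 min at room temperature before fluorescence was read at 340 nm excitation/450 nm emission; a per-plate six-point 4-MU standard curve converted signals to dye-equivalent concentration at each compound concentration.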
A350 fluor – compounds fluorescent in Alexa 350 spectral region; Compound autofluorescence, 340/450 nm, Alexa 350 dye-equivalents; active compounds read high; max dye-equivalent concentration, M; 59,000 compounds, 11% hits; in the data active means max dye-equivalent concentration above about 10 nM; inconclusive means mostly about 1.1 nM to 9.6 nM
HEK293 cAMP ctrl – counter-screen for TSHR agonists: cAMP increase in parental HEK293 | parental HEK293 CNG cAMP sensor, membrane potential fluorescence | Potency, µM (series often up to 57.1 µM), for inactives: at the highest dose activation, most hits filed as activators | 73,000 compounds, 2.5% hits | AID 938; further: potency means the concentration at half of the fitted maximal effect; % of control where 0% means no effect; nearly all actives have a fitted effect of over 55% in size
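Parental HEK 293 cells stably expressing a modified CNG channel (no TSHR) report cAMP rise as membrane depolarization. Membrane potential dye with 100 uM RO 20-1724 was loaded for 60 min at room temperature, then compound added for 30 min; fluorescence read at 590 nm.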
Texas Red fluor – compounds fluorescent in Texas Red spectral region; Compound fluorescence, Texas Red channel, 547/618 nm; active compounds read high; max dye-equivalent concentration, M; 59,000 compounds, 0.06% hits; in the data active means max dye-equivalent concentration above about 10 nM; inconclusive means between about 1.1 nM and that limit
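Fluorescence at ex 547/em 618 nm, normalized against an on-plate Texas Red standard series to give dye-equivalent concentration per compound concentration. Buffer 100 mM Tris, pH 8.0; 15 min RT incubation before CCD imaging.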
ERK AVP block – inhibitors of vasopressin-stimulated ERK signaling pathway | AID 995 | HEK293-V1b, vasopressin-stimulated pERK AlphaScreen | Potency, µM (highest dose often 57.5 µM), for the others: at the top dose activity, negative = inhibition, usual class: inhibitors | 72,000 compounds, 0.99% hits; further: potency means the concentration at half of the fitted maximal effect; on the % scale 0 is the no-effect control and ±100 the full control effect; nearly all actives have a fitted effect of over 55% in size
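HEK293 cells stably expressing V1b receptor, preincubated 30 min at 37 °C with compound, then stimulated 5 min with 25 nM vasopressin. Phospho-ERK by AlphaScreen SureFire after 5 h RT; normalized to DMSO and vasopressin; AC50 by Hill fit.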
Tau fil binding – binders of human tau filaments. Potency, µM (top dose mostly 57.1 µM), for inactives: at the highest dose activity change, negative = inhibition. P10636. 71,000 compounds, 2% hits. recombinant tau filaments, thioflavin S fluorescence, 15 h; filaments grown with octadecylsulfate alongside compound;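 further: potency means the concentration at half of the fitted maximal effect; on the % scale 0 is the no-effect control and ±100 the full control effect; actives lower thioflavin S fluorescence by blocking filaments or displacing dye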
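Tau 2 uM in ThS buffer dispensed; compound added; 60 uM ODS added (finals 1 uM tau, 30 uM ODS); 15 h 37 C; fluor ex450/em510.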
Rhodamine autofl – compound autofluorescence in rhodamine spectral region. max dye-equivalent concentration, M. AID 594. 59,000 compounds, 0.05% hits. Rhodamine-region fluorescence, 547/598 nm, Tris buffer; active compounds read high; in the data active means max dye-equivalent concentration above about 11 nM; inconclusive means between about 1.1 nM and that limit
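Read-out is relative fluorescence at 547 nm excitation and 598 nm emission, expressed as dye-equivalent concentration using rhodamine standards on every plate. Each compound was profiled across a concentration series after 15 min in 100 mM Tris, pH 8.0.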
FLuc inh – inhibitors of firefly luciferase. P08659. purified firefly luciferase, luminescence, 8 min. Potency, µM (top dose mostly 57.1 µM), inactives show at the highest dose activity change, negative = inhibition, hits mostly inhibitors. 72,000 compounds, 2.2% hits; further: potency means the concentration at half of the fitted maximal effect; on the % scale 0 is the no-effect control and ±100 the full control effect; nearly all actives have a fitted effect of over 40% in size
Target sequence (P08659 whole entry, looked up): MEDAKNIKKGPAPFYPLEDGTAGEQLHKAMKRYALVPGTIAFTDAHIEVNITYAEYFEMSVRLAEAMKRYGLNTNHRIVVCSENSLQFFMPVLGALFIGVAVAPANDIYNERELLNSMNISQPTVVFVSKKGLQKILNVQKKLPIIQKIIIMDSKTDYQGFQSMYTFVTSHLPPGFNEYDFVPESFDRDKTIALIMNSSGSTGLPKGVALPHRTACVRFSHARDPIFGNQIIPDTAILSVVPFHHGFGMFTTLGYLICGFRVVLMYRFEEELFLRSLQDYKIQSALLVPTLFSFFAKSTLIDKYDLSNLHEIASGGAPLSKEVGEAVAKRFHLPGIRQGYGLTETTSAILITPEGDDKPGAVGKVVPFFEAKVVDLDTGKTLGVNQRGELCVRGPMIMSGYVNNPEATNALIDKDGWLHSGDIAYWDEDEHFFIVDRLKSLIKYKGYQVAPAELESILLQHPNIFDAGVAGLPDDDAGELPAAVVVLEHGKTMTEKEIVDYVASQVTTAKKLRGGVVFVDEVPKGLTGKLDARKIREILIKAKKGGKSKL
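Firefly luciferase (PKLight detection mix) with 10 uM ATP in pH 7.2 imidazole buffer (KCl, MgCl2, Tween 20, BSA). Compounds tested across a concentration series (qHTS). Luminescence read after 8 min at ambient temperature.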
Casp1 inh – allosteric or competitive inhibitors of human caspase-1; P29466; Caspase-1 enzyme, Ac-WEHD-AFC fluorogenic rate; Potency, µM (doses to about 57.5 µM), without a hit: at the highest dose activity change, negative = inhibition, most hits filed as inhibitors; 75,000 compounds, 0.03% hits; AID 900;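 further: potency means the concentration at half of the fitted maximal effect; plate controls were vehicle for no effect and no substrate for full effect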
Target sequence (P29466 120-297 limits assumed): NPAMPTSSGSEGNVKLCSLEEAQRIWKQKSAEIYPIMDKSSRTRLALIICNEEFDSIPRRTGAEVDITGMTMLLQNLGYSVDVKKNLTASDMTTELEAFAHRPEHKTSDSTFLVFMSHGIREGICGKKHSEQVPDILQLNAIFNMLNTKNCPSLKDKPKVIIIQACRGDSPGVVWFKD
Target sequence (P29466 317-404 limits assumed): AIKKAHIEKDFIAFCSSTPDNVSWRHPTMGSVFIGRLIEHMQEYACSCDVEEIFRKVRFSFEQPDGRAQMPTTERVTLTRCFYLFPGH
Fluorescein autfl – compound autofluorescence in fluorescein spectral region; Compound autofluorescence, 480/540 nm, fluorescein-equivalent; active compounds read high; max fluorescein-equivalent concentration, M; 59,000 compounds, 0.91% hits; AID 593; in the data active means max fluorescein-equivalent concentration above about 10 nM; inconclusive means between about 1.1 nM and that limit
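Autofluorescence profiling; 100 mM Tris, pH 8.0; incubation 15 min at RT; ex/em 480/540 nm; result as fluorescein-equivalent concentration.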
Caspase-7 inhib – caspase-7 (human) inhibition, allosteric or competitive; P55210; Potency, µM (highest dose often 57.5 µM), for inactives: top-dose activity change, negative = inhibition, actives largely listed as inhibitors; recombinant caspase-7, Ac-DEVD-AFC fluorescence rate; 75,000 compounds, 0.02% hits; active means well fitted inhibition curve with a large enough effect in the main read-out, with a control signal flat, not every such curve was filed as active; inconclusive means small, poorly fitted or top-dose-only effect, or a change in a side signal; further: potency means the concentration at half of the fitted maximal effect; % of control where 0% means no effect
* marks the source's active call; other numbers are inactive results; i = inactive; u = inconclusive; x = no result given; & = joins results of further samples; ! = repeats disagree; [ ] = remark or other dose. Unless noted, the call rests on the fitted dose curve; in most records, active means well fitted curve in the direction sought with a large enough effect; inconclusive means small, poorly fitted or top-dose-only effect, or another doubt; inactive means no such curve, though single readings can be large; an effect the other way counts as inactive or inconclusive.

Abbreviations: A = 4MU fluor; B = A350 fluor; C = HEK293 cAMP ctrl; D = Texas Red fluor; E = ERK AVP block; F = Tau fil binding; G = Rhodamine autofl; H = FLuc inh; I = Casp1 inh; J = Fluorescein autfl; K = Caspase-7 inhib
> O=C(Cc1ccccc1)Nc1ccccc1CO
  A: i; B: i; C: -3%; D: u; E: -5%; F: 1%; G: i; H: 2%; I: 1%; J: i; K: -3%
> CCOc1cc(NS(C)(=O)=O)c(OCC)cc1NC(=O)c1cccs1
  A: i; B: i; C: 7%; D: i; E: -24%; F: -16%; G: i; H: 4%; I: -1%; J: i; K: 1%
> O=C(Cn1c(CN2CCCCC2)nc2ccccc2c1=O)NCc1ccco1
  A: i; B: i; C: u; D: i; E: 5%; F: -4%; G: i; H: 2%; I: -3%; J: i; K: -4%
> CCOC(=O)C1CCCN(C/C(O)=C(\C#N)c2nc(-c3ccccc3)cs2)C1 (stereo not given)
  A: i; B: i; C: -10%; D: i; E: u; F: -22%; G: i; H: 1%; I: -2%; J: i; K: -2%
> CCOC(=O)Cc1nnc2c(Nc3ccc(C)cc3)nc3nonc3n12
  A: i; B: i; C: 1%; D: i; E: 5%; F: -20%; G: i; H: -1%; I: -5%; J: u; K: -4%
> COc1cc(-c2nnc(-c3cccnc3)o2)cc(OC)c1OC
  A: i; B: i; C: -6%; D: i; E: u; F: -7%; G: i; H: 9%; I: -4%; J: i; K: -2%
> Cn1c(=O)n(C)c2cc(NS(C)(=O)=O)ccc21
  A: i; B: i; C: -2%; D: i; E: 3%; F: 9%; G: i; H: 4%; I: -9%; J: i; K: -5%
> O=c1[nH]c(Cn2nnc(-c3ccccc3)n2)nc2scc(-c3ccccc3)c12
  A: i; B: i; C: 8%; D: i; E: -8%; F: 107%; G: i; H: 2%; I: -10%; J: u; K: -13%
> CCCCCCNC(=O)Cc1nc2nc(C)cc(C)n2n1
  A: i; B: u; C: 2%; D: i; E: -1%; F: 11%; G: i; H: 3%; I: 0%; J: i; K: 0%
> COc1ccc(CC(=O)n2nc(-c3ccccc3)nc2NCc2ccco2)cc1
  A: i; B: i; C: 17%; D: i; E: -17%; F: 15%; G: i; H: 0%; I: -8%; J: i; K: -8%
> O=C(c1ccco1)N1CCN(CCCCN2C(=O)c3ccccc3C2=O)CC1
  A: u; B: u; C: 8%; D: i; E: 0%; F: -12%; G: i; H: -5%; I: 1%; J: u; K: 1%
> Cc1ccc(C)c(C(=O)CSc2n[nH]c(C(C)C)n2)c1
  A: i; B: i; C: 0%; D: i; E: 26%; F: -16%; G: i; H: 5%; I: -1%; J: i; K: -1%
> C=CCn1c(SCc2c(C)noc2C)nnc1C1COc2ccccc2O1 (stereo not given)
  A: i; B: i; C: u; D: i; E: -22%; F: -4%; G: i; H: 1%; I: -3%; J: i; K: 0%
> COCC(=O)N(C)c1nnc(-c2cnccn2)s1
  A: i; B: i; C: 0%; D: i; E: -1%; F: -8%; G: i; H: -1%; I: 0%; J: i; K: 3%
> CCn1c(CC(=O)Nc2ccc(C)cc2)nnc1SCC(=O)N1CCN(c2ccccc2)CC1
  A: i; B: i; C: -2%; D: u; E: u; F: 8%; G: i; H: -2%; I: -1%; J: i; K: -1%
> Cc1cc(C(=O)CN2C(=O)NC3(CCCCC3)C2=O)c(C)n1Cc1ccc2c(c1)OCO2
  A: i; B: i; C: u; D: u; E: -8%; F: 160%; G: i; H: 3%; I: -2%; J: i; K: -2%
> COc1ccc(OCC(O)CN2C(=O)NC(C)(C)C2=O)cc1 (stereo not given)
  A: i; B: i; C: x; D: i; E: x; F: x; G: i; H: 2%[25.5 µM]; I: x; J: i; K: x
> Cc1ccnc(Nc2nc(-c3c(C)nc4sccn34)cs2)c1
  A: i; B: i; C: -14%; D: i; E: 25µM*; F: -26%; G: i; H: 16µM*; I: -4%; J: i; K: -2%
> Cc1ccc(OCC(=O)Nc2ccc(N3CCCC3)cc2)cc1C
  A: x; B: x; C: -4%[11.4 µM]; D: x; E: u; F: 1.6µM*; G: x; H: 0%; I: -2%; J: x; K: -2%
> CCCOc1cccc(C(=O)Nc2cccc(NC(=O)c3ccco3)c2)c1
  A: x; B: x; C: u; D: x; E: -22%; F: 54%; G: x; H: -25%; I: -4%; J: x; K: -2%
> Cc1cc(C)n(C(=O)CNC(=O)c2ccco2)n1
  A: i; B: i; C: 0%; D: i; E: -2%; F: 1%; G: i; H: 1%; I: -1%; J: i; K: -1%
> C[C@@H](C(=O)NCc1ccc(S(C)(=O)=O)cc1)[C@@H]1C[C@@]1(C)[C@@H](NC(=O)OCc1ccccc1)c1ccccc1
  A: x; B: x; C: -1%; D: x; E: 2%; F: -4%; G: x; H: x; I: -5%; J: x; K: -2%
> C=CCn1c(SCC(=O)Nc2c(C)cccc2C)nnc1-c1cnccn1
  A: i; B: u; C: -2%; D: i; E: 2%; F: -4%; G: i; H: 1%; I: -1%; J: u; K: -3%
> CCCNC(=O)COC(=O)c1ccc(S(=O)(=O)N2CCCCCC2)cc1
  A: i; B: i; C: -7%; D: i; E: -4%; F: -6%; G: i; H: 0%; I: 1%; J: i; K: 1%
> Cc1onc(-c2ccccc2)c1C(=O)OCC(=O)Nc1ccc2c(c1)OCO2
  A: i; B: i; C: 14%; D: i; E: 12%; F: 3%; G: i; H: 1%; I: -1%; J: u; K: -3%
> O=C(COc1ccc(Cl)cc1Cl)NCCCN1CCOCC1
  A: x; B: x; C: -2%; D: x; E: -21%; F: -10%; G: x; H: -3%; I: -1%; J: x; K: 0%
> COc1ccc(OC(=O)CCCN2C(=O)c3ccccc3C2=O)cc1
  A: i; B: i; C: 5%; D: i; E: -13%; F: 15%; G: i; H: -4%; I: 0%; J: i; K: 0%
> CCOC(=O)C1CCN(S(=O)(=O)c2cn(C)c(=O)n(C)c2=O)CC1
  A: x; B: x; C: 16µM*; D: x; E: x; F: 56%; G: x; H: -2%; I: -11%; J: x; K: -4%
> O=C(Nc1cccc2nsnc12)c1cccs1
  A: 2.8e-07M*!; B: 3.2e-07M*!; C: -16%&24%; D: i; E: -6%&27%; F: -20%&-27%; G: i; H: 16µM*!; I: -5%&-16%; J: i; K: -7%&-20%
> CCOC(=O)C(CC)n1cnc2sc3c(c2c1=O)CCC3 (stereo not given)
  A: i; B: i; C: u; D: u; E: -8%; F: u; G: i; H: 1%; I: -8%; J: u; K: -3%
> CC1Cn2c(nnc2-c2cccc(N)c2)S1 (stereo not given)
  A: x; B: x; C: 0%; D: x; E: x; F: -7%; G: x; H: -1%; I: -1%; J: x; K: 1%
> CCC1Oc2ccc(C)cc2N(CC(=O)NCc2cccc(OC)c2)C1=O (stereo not given)
  A: i; B: i; C: 13µM*; D: i; E: 5%; F: 9%; G: i; H: -1%; I: -1%; J: i; K: 0%
> O=C(COc1nncc2ccccc12)NCCC1=CCCCC1
  A: i; B: u; C: 3%; D: i; E: 4%; F: 17%; G: i; H: 1%; I: 1%; J: u; K: 4%
> C=CCn1c(SCC(=O)NCC2CCCO2)nnc1C1CCCCC1 (stereo not given)
  A: u; B: u; C: 20%; D: i; E: 0%; F: 5%; G: i; H: 0%; I: 0%; J: u; K: 1%
> CC(C)=CCC/C(C)=C/CO/N=C1/C[C@@H](O)[C@@H](O)[C@@H]2[C@@H]3C(=O)N(C4CCCCC4)C(=O)[C@H]3CC[C@@H]12
  A: x; B: x; C: -12%[11.4 µM]; D: x; E: 16%[11.5 µM]; F: x; G: x; H: 2%[11.4 µM]; I: 0%[11.5 µM]; J: x; K: 0%[11.5 µM]
> CC1=C(C(=O)OC(C)C)C(c2cccs2)N2C(=O)CCSC2=N1 (stereo not given)
  A: i; B: i; C: 23%; D: i; E: -10%; F: 13%; G: i; H: 0%; I: -2%; J: u; K: -1%
> CCOn1c(=O)c(=O)n(OCc2ccccc2)c2ccccc21
  A: x; B: x; C: 4%[11.4 µM]; D: x; E: -23%; F: -5%[11.4 µM]; G: x; H: 1%; I: -1%; J: x; K: 1%
> COC(=O)c1ccc(CSc2nc(C)nc3sc(C)c(C)c23)o1
  A: i; B: i; C: 20%; D: i; E: 0%; F: -2%; G: i; H: 1%; I: 0%; J: u; K: -2%
> CCC(=O)Nc1nc2c(OC)ccc(C)c2s1
  A: x; B: x; C: u; D: x; E: x; F: 12%; G: x; H: 3%; I: -2%; J: x; K: 0%
> Cc1ccc(C(c2sc3ncnn3c2O)N2CCC(C)CC2)cc1 (stereo not given)
  A: x; B: x; C: -5%; D: x; E: x; F: -8%; G: x; H: 1%; I: -3%; J: x; K: 2%

Entries above printed as active in FLuc inh.
| structure | 4MU fluor | A350 fluor | Tau fil binding | Rhodamine autofl | FLuc inh | Casp1 inh | Fluorescein autfl | Caspase-7 inhib |
| --- | --- | --- | --- | --- | --- | --- | --- | --- |
| Cc1ccnc(Nc2nc(-c3c(C)nc4sccn34)cs2)c1 | i | i | -26% | i | 16µM* | -4% | i | -2% |
| O=C(Nc1cccc2nsnc12)c1cccs1 | 2.8e-07M*! | 3.2e-07M*! | -20%&-27% | i | 16µM*! | -5%&-16% | i | -7%&-20% |

Only part of the results is shown, so the mix of outcomes need not match the whole.
